ER stress death: protection against thapsigargin ER stress killing – CSM14.1 cells, ATP luminescence, primary screen; CSM14.1 thapsigargin ER stress survival; relative survival (cellular ATP), % at 15 µg/mL (by protocol); hit rate 0.33% among 48,000; AID 1010, 2008;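 active means survival measured by cellular ATP above 50% at 15 µg/ml in the first screen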;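 further: cell death triggered by about 15 µM thapsigargin; ATP read 24 h after thapsigargin was added; plate controls were thapsigargin with DMSO for no effect and DMSO without thapsigargin for full effect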
The depositor's hits bear a star.

`CCOc1ccc(NC(=O)c2c(-c3c(Cl)cccc3Cl)noc2C)cc1` gave ER stress death 6.
For c1ccc(Nc2ncc(Cc3cccc4ccccc34)s2)cc1 the results were ER stress death 10.
For COCC(=O)N/N=C/c1ccc(Sc2ccccn2)o1 the results were ER stress death -1.
`COc1cc(/C=N/O)ccc1Oc1ccc([N+](=O)[O-])cn1` gave ER stress death 4.
For COc1cccc(C(=O)NNC(=O)c2ccc(OC)cc2OC)c1 the results were ER stress death -2.
`COC(=O)CSC1=C(C#N)C(c2ccsc2)CC(=O)N1` (stereo unspecified) gave ER stress death 4.
COc1cc2c(cc1OC)C(CC(=O)Nc1ccc(C)cc1C)=NC(C)(C)C2 was read as ER stress death 53*.
For O=C(O)C1C2C=CC(O2)C1C(=O)NCc1ccc(Cl)c(Cl)c1 (stereo unspecified) the results were ER stress death -4.
Screening COc1ccc(-c2cc(C(=O)Nc3ccc(C)c(C)c3)c3ccccc3n2)cc1 returned ER stress death 13.
Screening N#CC1=C(SCC(=O)Nc2ccccc2)NC(=O)CC1c1ccc(F)cc1 (stereo unspecified) returned ER stress death 8.
CN(C)c1ccc(NC(=O)c2ccc(Cl)c([N+](=O)[O-])c2)cc1 was read as ER stress death -6.
Screening COC(=O)C1=CN(Cc2ccc(C)cc2)C=C(C(=O)OC)C1c1ccc(F)c(F)c1 returned ER stress death 2.
O=[N+]([O-])c1ccc(COc2ccccc2/C=N/Nc2nc3ccccc3s2)cc1 was read as ER stress death 5.
Screening CC1(C)CCCC2=C1CC1C(=O)N(c3ccccc3)C(=O)C1C2 (stereo unspecified) returned ER stress death 4.
COc1ccc(C(=O)c2c(C)oc3c2cc(O)c2ccccc23)cc1 was read as ER stress death -11.
For Cc1cc(C)nc(/N=C(/N)Nc2ccc(Cl)cc2[N+](=O)[O-])n1 the results were ER stress death 1.
Screening O=C1CC(N(Cc2ccc3c(c2)OCO3)C(=S)Nc2ccccc2)C(=O)N1c1ccc(Cl)cc1 (stereo unspecified) returned ER stress death 1.
CCCOc1ccc(C(=O)Nc2sc(C)cc2C(=O)OC)cc1 was read as ER stress death 2.
O=[N+]([O-])c1ccc(NCCCNS(=O)(=O)c2ccccc2)c(C(F)(F)F)c1 was read as ER stress death 4.
For Clc1ccc(CN2CCN(/N=C\c3ccc(OCc4ccccc4)cc3)CC2)cc1 the results were ER stress death 3.
C=CCOc1ccc(/C=C2\C(=O)NC(=O)N(c3ccccc3)C2=O)cc1Br was read as ER stress death -3.
For COc1cc(/C=N/NC(=O)Cc2n[nH]c(=O)[nH]c2=O)cc(Br)c1O the results were ER stress death 5.
Screening COc1cc(C(=O)N2CCN(Cc3cccc4ccccc34)CC2)cc(OC)c1OC returned ER stress death 8.
For Cc1ccc(NC(=O)COc2ccc(Cl)c(C)c2)c([N+](=O)[O-])c1 the results were ER stress death 4.
Screening CCOc1cccc(-c2nc3cc(C)ccc3o2)c1 returned ER stress death 5.
COc1cccc(OCc2nc(-c3ccccn3)no2)c1 was read as ER stress death -4.
For C/C(=C1/C(=O)N(c2nc3ccccc3s2)N=C1C(F)(F)F)N1CCCC1 the results were ER stress death -4.
Cc1sc2nc(-c3ccc(N(C)C)c(Br)c3)[nH]c(=O)c2c1C was read as ER stress death 5.
For CN(C)c1ccc(N2C(=O)c3ccccc3C2=O)cc1 the results were ER stress death 2.
`CC1=C(C(=O)Nc2ccccc2)C2(CCCCC2)C(C#N)=C(SCC(N)=O)N1` gave ER stress death 2.
For COc1ccc(CNC(=O)CN2C(=O)c3ccccc3C2=O)cc1 the results were ER stress death 5.
O=c1[nH]c(/C=C/c2ccccc2[N+](=O)[O-])nc2ccccc12 was read as ER stress death 6.
Screening O=[N+]([O-])c1cccc(NS(=O)(=O)/C=C/c2ccccc2)c1 returned ER stress death 4.
CCc1c(C)sc(NC(=O)C2CCCO2)c1C(N)=O (stereo unspecified) was read as ER stress death 1.
`Cc1ccccc1C(=O)Nc1sc2c(c1C(=O)N1CCN(Cc3ccccc3)CC1)CCC2` gave ER stress death 3.
For COc1cccc(N(CC(=O)NCC(C)C)S(=O)(=O)c2ccccc2)c1 the results were ER stress death 5.
CCN(CC)CCCNS(=O)(=O)c1ccc(C)cc1 was read as ER stress death -1.
For O=[N+]([O-])c1ccccc1CNC1CCCCCC1 the results were ER stress death -6.
`CCc1ccc(-c2cc(C(=O)N3CCN(C)CC3)c3ccccc3n2)cc1` gave ER stress death -3.
Screening CC(C(=O)O)N1C(=O)/C(=C/c2cccc(Br)c2)SC1=S (stereo unspecified) returned ER stress death 11.
CC(=O)/C=C/c1oc2ccc([N+](=O)[O-])cc2c1-c1ccc(C)o1 was read as ER stress death 0.
Cn1c(SCC(=O)N/N=C/c2cccc(OCc3ccccc3)c2)nc2ccccc21 was read as ER stress death 8.
Screening Oc1ccccc1N=Cc1sc2ccccc2c1O returned ER stress death 7.
O=C(Cc1ccc(Cl)cc1)NN1C(=O)c2ccccc2C1=O was read as ER stress death -2.
C=C(C)c1cccc(C(C)(C)NC(=O)Nc2ccccc2C(=O)OC)c1 was read as ER stress death 5.

24 neighbouring compounds already listed, for reference:
O=[N+]([O-])c1ccc(NCCCNS(=O)(=O)c2ccccc2)c(C(F)(F)F)c1 was read as ER stress death 4.
For Clc1ccc(CN2CCN(/N=C\c3ccc(OCc4ccccc4)cc3)CC2)cc1 the results were ER stress death 3.
C=CCOc1ccc(/C=C2\C(=O)NC(=O)N(c3ccccc3)C2=O)cc1Br was read as ER stress death -3.
For COc1cc(/C=N/NC(=O)Cc2n[nH]c(=O)[nH]c2=O)cc(Br)c1O the results were ER stress death 5.
Screening COc1cc(C(=O)N2CCN(Cc3cccc4ccccc34)CC2)cc(OC)c1OC returned ER stress death 8.
For Cc1ccc(NC(=O)COc2ccc(Cl)c(C)c2)c([N+](=O)[O-])c1 the results were ER stress death 4.
Screening CCOc1cccc(-c2nc3cc(C)ccc3o2)c1 returned ER stress death 5.
COc1cccc(OCc2nc(-c3ccccn3)no2)c1 was read as ER stress death -4.
For C/C(=C1/C(=O)N(c2nc3ccccc3s2)N=C1C(F)(F)F)N1CCCC1 the results were ER stress death -4.
Cc1sc2nc(-c3ccc(N(C)C)c(Br)c3)[nH]c(=O)c2c1C was read as ER stress death 5.
For CN(C)c1ccc(N2C(=O)c3ccccc3C2=O)cc1 the results were ER stress death 2.
`CC1=C(C(=O)Nc2ccccc2)C2(CCCCC2)C(C#N)=C(SCC(N)=O)N1` gave ER stress death 2.
For COc1ccc(CNC(=O)CN2C(=O)c3ccccc3C2=O)cc1 the results were ER stress death 5.
O=c1[nH]c(/C=C/c2ccccc2[N+](=O)[O-])nc2ccccc12 was read as ER stress death 6.
Screening O=[N+]([O-])c1cccc(NS(=O)(=O)/C=C/c2ccccc2)c1 returned ER stress death 4.
CCc1c(C)sc(NC(=O)C2CCCO2)c1C(N)=O (stereo unspecified) was read as ER stress death 1.
`Cc1ccccc1C(=O)Nc1sc2c(c1C(=O)N1CCN(Cc3ccccc3)CC1)CCC2` gave ER stress death 3.
For COc1cccc(N(CC(=O)NCC(C)C)S(=O)(=O)c2ccccc2)c1 the results were ER stress death 5.
CCN(CC)CCCNS(=O)(=O)c1ccc(C)cc1 was read as ER stress death -1.
For O=[N+]([O-])c1ccccc1CNC1CCCCCC1 the results were ER stress death -6.
`CCc1ccc(-c2cc(C(=O)N3CCN(C)CC3)c3ccccc3n2)cc1` gave ER stress death -3.
Screening CC(C(=O)O)N1C(=O)/C(=C/c2cccc(Br)c2)SC1=S (stereo unspecified) returned ER stress death 11.
CC(=O)/C=C/c1oc2ccc([N+](=O)[O-])cc2c1-c1ccc(C)o1 was read as ER stress death 0.
Cn1c(SCC(=O)N/N=C/c2cccc(OCc3ccccc3)c2)nc2ccccc21 was read as ER stress death 8.

(listing goes on)
O=C(c1cc2cc(Br)ccc2oc1=O)N1CCCCCC1 was read as ER stress death 2.
c1ccc(-n2ncnc2-c2ccc3c(c2)OCO3)cc1 was read as ER stress death 7.
For O=C(O)c1ccc(S(=O)(=O)NCC2CCCO2)cc1 (stereo unspecified) the results were ER stress death 10.
For COc1cc(/C=N/N2C(=O)c3ccc4c5c(ccc(c35)C2=O)CC4)ccc1O the results were ER stress death 10.
For CC(C)(C)c1ccc(OCC(=O)Nc2ccccc2[N+](=O)[O-])cc1 the results were ER stress death 3.
Screening Cc1ccc(NC(=O)C(=O)Cc2ccc([N+](=O)[O-])cc2)c(C)c1 returned ER stress death 8.
O=C(Nc1cccc(Cl)c1)Nc1nnc(CSCc2ccc(Cl)cc2Cl)s1 was read as ER stress death 2.
For CC(=O)C(=Cc1cc(C(C)(C)C)c(O)c(C(C)(C)C)c1)C(C)=O the results were ER stress death 8.
For Cc1sc(NC(=O)C2CC=CCC2C(=O)O)c(C#N)c1C (stereo unspecified) the results were ER stress death 0.
Screening Nc1nnc(SCC(=O)Nc2ccccc2-c2ccccc2)s1 returned ER stress death 16.
For O=C1N=c2ccc(Cl)cc2=C1c1sc(=O)n(-c2ccccc2)c1O the results were ER stress death 5.
Screening Cc1cccc(NC(=O)CCCN2C(=O)c3cccc4cccc(c34)C2=O)n1 returned ER stress death -1.
`COc1ccccc1-c1coc2cc(OC(=O)c3ccc(Cl)cc3)ccc2c1=O` gave ER stress death 9.
For COc1ccc(NC(=O)/C(C#N)=C/c2cccc(O)c2)cc1 the results were ER stress death 2.
`O=C(NC1CCCCC1)C12CC3CCC(CC(C3)C1)C2` gave ER stress death -2.

Reprinted from the part before: two entries, then new ones.
For COc1ccc(NC(=O)/C(C#N)=C/c2cccc(O)c2)cc1 the results were ER stress death 2.
`O=C(NC1CCCCC1)C12CC3CCC(CC(C3)C1)C2` gave ER stress death -2.
For CCOC(=O)c1c(NC(=O)c2ccc(OCC(C)C)cc2)sc2c1CC(C)(C)OC2 the results were ER stress death 2.
`NC(=O)c1c(N)sc2c1CCCCC2` gave ER stress death 11.
For C/C(CC(=O)NCc1ccco1)=N\NC(=O)Cc1cccs1 the results were ER stress death -1.
Screening CCOC(=O)CSc1nc2cc(OCC)ccc2n1C returned ER stress death 10.
`CCOc1cc(/C=C2/SC(=S)NC2=O)cc(Cl)c1OCc1ccc(Cl)cc1Cl` gave ER stress death 22.
`c1ccc(OCCCN2CCCCC2)cc1` gave ER stress death 3.
Screening O=C(Nc1ccc(-c2ccc(Cl)cc2)cc1)c1sc2ccccc2c1Cl returned ER stress death 15.
COc1cc2c(C(=O)c3ccccc3)c(/C=C/N(C)C)oc2c2ccccc12 was read as ER stress death 2.
COc1cc(/C=N\NC(=O)c2ccc(Br)cc2)ccc1OC(=O)c1cccc2ccccc12 was read as ER stress death 9.
For CN1CCN(CC(=O)N2CCn3c4c(c5cc(C6CCCCC6)ccc53)CCCC42)CC1 (stereo unspecified) the results were ER stress death -26.
CN1CCN(/N=C/c2c(C(F)(F)F)[nH]n(-c3nc4ccccc4s3)c2=O)CC1 was read as ER stress death -4.
Screening COc1ccc(/C=N/n2cnnc2)cc1CSc1ccccn1 returned ER stress death -3.
CCc1ccc(-n2c(C)cc(/C=C3/NC(=S)NC3=O)c2C)cc1 was read as ER stress death 0.
For O=[N+]([O-])c1ccccc1S(=O)(=O)NCCN1CCOCC1 the results were ER stress death 6.
Cc1ccc(N(CC(O)Cn2c3ccccc3c3ccccc32)S(C)(=O)=O)cc1 (stereo unspecified) was read as ER stress death 7.
Screening O=C(Cc1ccc(Cl)cc1)Nc1ccc2c(c1)OCCO2 returned ER stress death 3.
Screening Nc1nnc(CC(=O)NCc2ccccc2)s1 returned ER stress death 10.
For O=c1oc(COc2ccccc2Cl)nc2ccccc12 the results were ER stress death -2.
CC(C)N1C(=O)/C(=C/c2cccc([N+](=O)[O-])c2)SC1=S was read as ER stress death 1.
CC/C(=N\N1CCN(Cc2ccc(Cl)cc2)CC1)c1ccc(O)cc1 was read as ER stress death -2.
`N#CCOc1ccccc1/C=N/c1sc2c(c1C#N)CCCC2` gave ER stress death 3.
O=C(O)CCN1C(=O)/C(=C/c2cn(-c3ccccc3)nc2-c2ccccc2)SC1=S was read as ER stress death 0.
Screening O=C(NC1CCCC1)c1sc2cc(Cl)ccc2c1Cl returned ER stress death 11.
Screening CC(=O)N(C(C)=O)c1nc(-c2ccccc2)c(-c2ccccc2)n1/N=C/c1ccccc1 returned ER stress death 6.
Screening Cc1ccccc1NC(=O)C(=O)NCCc1ccc(Cl)cc1 returned ER stress death -1.
For N#Cc1c(NC(=O)C2CCCC2)sc2c1CCCCCC2 the results were ER stress death 4.
`COc1ccc(NC(=O)c2ccc(NC(C)=O)cc2)c(OC)c1` gave ER stress death 8.
Screening COc1ccc(NC(=O)CCCOc2ccccc2)c([N+](=O)[O-])c1 returned ER stress death 8.
COc1ccc(C(=O)N/C(=C/c2ccc(Br)cc2)c2nc3ccccc3[nH]2)cc1 was read as ER stress death 6.
`Cc1ccccc1NC(=S)NC(=O)c1ccc(Cl)cc1` gave ER stress death -1.
Cc1ccc2ncnc(Nc3cccc(C(F)(F)F)c3)c2c1 was read as ER stress death -1.
Screening O=C1CC(N2CCN(c3cccc(Cl)c3)CC2)C(=O)N1c1cccc(Cl)c1 (stereo unspecified) returned ER stress death 4.
For O=C1CC(c2ccc3c(c2)OCO3)CC2=C1C(c1ccccc1OCc1ccccc1)Nc1ccccc1N2 (stereo unspecified) the results were ER stress death 8.
`O=C1/C(=C\c2ccccc2[N+](=O)[O-])SC(=S)N1c1ccc(F)cc1` gave ER stress death 4.
Screening CCOC(=O)c1ccccc1NC(=O)CCC1CCCC1 returned ER stress death 5.
Screening COc1ccc(N2C(=O)NC(=O)/C(=C/c3ccccc3OCCOc3ccccc3)C2=O)cc1 returned ER stress death -5.
CC1=C(C(=O)OCCCc2ccccc2)C(c2ccccc2[N+](=O)[O-])CC(=O)N1 (stereo unspecified) was read as ER stress death -2.
For CCOc1ccccc1NC(=O)c1c(Cl)ccc(Cl)c1OC the results were ER stress death 10.
Cc1cc(NCc2ccc3c(c2)OCO3)ccc1Br was read as ER stress death 9.
For CC(C)(C)Nc1nc(Nc2ccccc2)nc(Nc2ccccc2)n1 the results were ER stress death 2.
`Cc1ccc(C)c(Nc2nc3ccccc3c3ccccc23)c1` gave ER stress death 7.
`COc1ccc(C)cc1NC(=O)C(=O)NCc1ccc(C)cc1` gave ER stress death 9.
COc1ccc(CC(=O)N2N=C(c3ccc(F)cc3)CC2(O)C(F)(F)F)cc1 (stereo unspecified) was read as ER stress death 0.
Screening O=C(/C=C/c1ccc(Cl)cc1)N1CCN(CCN2C(=O)c3cccc4cccc(c34)C2=O)CC1 returned ER stress death 10.

Bioassay records from PubChem.

These rows are one share of the data, so the mix of outcomes need not match the whole.
